# High-throughput results from PubChem.
# TPT1 inh: blocks Candida albicans tRNA 2'-phosphotransferase; AID 1962; recombinant caTPT1, FP RNA substrate dephosphorylation; 300,000 tested, 0.81% active; inhibition, % at 5 µM;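 active = inhibition above the mean of all tested compounds plus 3 SD, set per screening campaign, cut at about 24% in these data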;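 also: plate controls were DMSO alone for no effect and ferristatin control at 100 nM for full effect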
# GSTO1 counter: GSTO1 inhibition, counter-screen for RBBP9 inhibitors | 300,000 tested, 1.1% active | P78417 | inhibition, % at 5.96 µM | recombinant GSTO1, activity-based probe fluorescence polarization;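 active = inhibition above the campaign mean inhibition plus 3 SD, cut at about 35% in these data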;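 also: 0% = GSTO1-1 with DMSO and 100% = wells lacking GSTO1-1 enzyme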
# PAD4 FP inh: blocks human protein arginine deiminase 4. Q9UM07. recombinant PAD4, RCA probe fluorescence polarization. inhibition, % at 6.36 µM. 330,000 tested, 0.41% active. AID 485272;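 active = percent inhibition above a cutoff equal to the mean of all tested compounds plus 3 SD, cut at about 15% in these data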;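 also: 0% = PAD4 with RCA probe and DMSO and 100% = probe without PAD4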
# PME-1 inh: blocks human protein phosphatase methylesterase 1. Q9Y570. 320,000 tested, 0.53% active. recombinant PME-1, FP-Rh probe fluorescence polarization. inhibition, % at 5.9 µM. AID 2130;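 active = inhibition above the campaign mean of all compounds plus 3 SD, cut at about 26% in these data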;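 also: competitive labeling of PME-1 active site by serine hydrolase directed probe; 0% = PME-1 with DMSO and 100% = wells lacking PME-1 enzyme; inhibitors block probe labeling so polarization falls and inhibition rises; many of its hits are not listed in these tables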
# Target sequence (Q9Y570 whole entry, looked up): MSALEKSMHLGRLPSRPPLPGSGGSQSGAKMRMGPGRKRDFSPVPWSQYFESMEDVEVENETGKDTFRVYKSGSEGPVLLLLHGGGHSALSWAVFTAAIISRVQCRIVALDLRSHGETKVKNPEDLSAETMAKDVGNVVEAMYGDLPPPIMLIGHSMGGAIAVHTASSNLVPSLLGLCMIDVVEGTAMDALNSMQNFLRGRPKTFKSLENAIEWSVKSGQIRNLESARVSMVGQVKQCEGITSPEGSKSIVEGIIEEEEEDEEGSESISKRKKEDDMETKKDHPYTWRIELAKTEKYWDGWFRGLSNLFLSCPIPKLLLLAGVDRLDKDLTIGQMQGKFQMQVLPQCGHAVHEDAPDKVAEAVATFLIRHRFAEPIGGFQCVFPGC
# Fam108B inh: blocks mouse Fam108B hydrolase in RBBP9 counter-screen | recombinant Fam108B, FP-Rh probe fluorescence polarization | inhibition, % at 9.51 µM | 300,000 tested, 0.33% active;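 active = inhibition above the screen mean inhibition plus 3 SD, computed separately per campaign, cut at about 18% in these data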;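 also: inhibitors lower polarization as less probe binds the enzyme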
# MEX-5 binding: C. elegans MEX-5 TCR-2 RNA binding activity. Q9XUB2. MEX-5/FITC-TCR2 RNA binding, fluorescence polarization; hits give low values. activity score (negative = inhibition of binding), % at 10 µM. 300,000 tested, 0.38% active. AID 1832;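 active = inhibition past about -25% in most replicates, and total fluorescence under double the plate's negative control median, limit read from the data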;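 also: 0% = DMSO and -100% = 5 µM competing unlabeled TCR2 RNA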
# BCLXL inh: blocks human Bcl-xL binding to Bim BH3 peptide; inhibition, % at 10.9 µM; 320,000 tested, 0.7% active; GST-Bcl-xL / FITC-Bim BH3 peptide fluorescence polarization;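 active = inhibition above the mean of all tested compounds plus 3 SD, cutoff set per campaign, cut at about 30% in these data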;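 also: 0% = DMSO wells and 100% = unlabeled Bim-BH3 peptide competitor; inhibitors lower millipolarization by displacing the labeled peptide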
# Target sequence (Q07817 whole entry, looked up): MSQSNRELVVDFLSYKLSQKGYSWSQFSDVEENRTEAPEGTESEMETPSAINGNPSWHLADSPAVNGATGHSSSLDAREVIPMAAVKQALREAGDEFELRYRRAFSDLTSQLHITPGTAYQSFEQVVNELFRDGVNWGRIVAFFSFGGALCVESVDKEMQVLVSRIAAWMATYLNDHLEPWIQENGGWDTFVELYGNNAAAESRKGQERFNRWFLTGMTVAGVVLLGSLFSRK
# GLD-1 TGE inh: GLD-1-TGE RNA interaction inhibition (C. elegans); purified GLD-1 + fluorescein TGE RNA, fluorescence polarization; 320,000 tested, 0.44% active; inhibition, % at 5.96 µM; AID 2280; Q17339;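 active = percent inhibition above a per-plate cutoff, the plate mean of test compounds plus 3 SD, cut at about 30% in these data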;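 also: 0% = DMSO wells with GLD-1 and probe and 100% = wells lacking GLD-1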
# MCL1 BIM primary: disrupts human MCL1 binding to BIM-BH3 peptide | Q07820 | 320,000 tested, 0.68% active | inhibition, % at 10.9 µM | GST-MCL1 / FITC-Bim-BH3 fluorescence polarization;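 active = inhibition above the mean inhibition of all tested compounds plus 3 SD, set per campaign, cut at about 40% in these data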;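 also: 0% = DMSO wells and 100% = unlabeled Bim-BH3 peptide control; higher means more loss of mP so more displacement of Bim peptide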
# Target sequence (Q07820 whole entry, looked up): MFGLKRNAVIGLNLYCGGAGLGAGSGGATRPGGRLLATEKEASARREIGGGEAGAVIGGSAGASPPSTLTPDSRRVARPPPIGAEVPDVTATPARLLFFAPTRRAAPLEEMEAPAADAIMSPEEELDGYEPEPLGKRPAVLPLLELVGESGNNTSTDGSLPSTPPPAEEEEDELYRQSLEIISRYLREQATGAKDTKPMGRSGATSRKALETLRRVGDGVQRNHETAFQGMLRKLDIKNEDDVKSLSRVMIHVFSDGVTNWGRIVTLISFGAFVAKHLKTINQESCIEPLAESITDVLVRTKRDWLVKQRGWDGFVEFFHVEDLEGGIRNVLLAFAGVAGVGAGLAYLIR
# An asterisk follows results filed as active; · = no result given. The list is partial; the hit share may differ from the screen's.
SMILES,TPT1 inh,GSTO1 counter,PAD4 FP inh,PME-1 inh,Fam108B inh,MEX-5 binding,BCLXL inh,GLD-1 TGE inh,MCL1 BIM primary
CCC(=O)NC1(Cc2ccc(O)cc2)CCCCC1,0,5,-6,3,4,2.0,9,-2,8
Cn1c(-c2ccccc2)c(/C=N/NC(=O)c2ccc(O)cc2)c2ccccc21,0,-15,1,25,1,0.9,-1,-5,-2
CCOc1cc(C(=O)Nn2cnnc2)cc(OCC)c1OCC,0,2,1,6,5,-0.9,5,2,1
COc1cc(C(=O)N2CCC(C(=O)Nc3cccc(C(C)=O)c3)CC2)cc(OC)c1OC,-2,4,-2,-1,-5,-0.1,0,1,3
COc1ccc([C@H]2CC(=O)C=C(c3ccc(O)cc3)C2)cc1OC,·,·,-3,5,·,·,7,-9,5
O=C(NC1CCCCCC1)C(Cc1ccccc1)n1cccc1 (configuration not stated),0,1,-4,-6,-3,-1.2,1,2,0
COc1ccc(-c2nn(-c3ccccc3)cc2N)cc1,2,0,-2,-3,-1,1.8,-3,6,-3
CC(C)Cn1c(SCC(=O)c2ccc(Cl)s2)nnc1-c1ccco1,1,22,-8,0,2,2.1,-9,-5,-14
Cc1ccc(NC(=O)Cc2c(O)c3ccccc3[nH]c2=O)c(C)c1,2,-4,-1,2,-2,-1.6,3,-2,-6
CCCCC(=O)NC(=S)NNC(=O)c1ccc(OC)cc1,-1,14,2,-2,-1,-3.3,1,5,3
O=C(O)CNS(=O)(=O)c1ccc(C2CCCCC2)cc1,6,4,2,-3,0,1.9,10,-1,0
Cc1ccccc1Cn1cnc2c(cnn2C(C)(C)C)c1=O,-2,9,-2,-4,-2,0.9,3,-3,0

# Pulled by compound from above, 2 records:
SMILES,TPT1 inh,GSTO1 counter,PAD4 FP inh,PME-1 inh,Fam108B inh,MEX-5 binding,BCLXL inh,GLD-1 TGE inh,MCL1 BIM primary
O=C(NC1CCCCCC1)C(Cc1ccccc1)n1cccc1 (configuration not stated),0,1,-4,-6,-3,-1.2,1,2,0
Cc1ccc(NC(=O)Cc2c(O)c3ccccc3[nH]c2=O)c(C)c1,2,-4,-1,2,-2,-1.6,3,-2,-6

# The listing continues.
SMILES,TPT1 inh,GSTO1 counter,PAD4 FP inh,PME-1 inh,Fam108B inh,MEX-5 binding,BCLXL inh,GLD-1 TGE inh,MCL1 BIM primary
Cc1ccc[n+](CC(=O)/C=C2\N(C)c3ccccc3C2(C)C)c1,-3,3,-8,4,3,-1.0,-6,5,-8
CC(=O)N1c2ccccc2C2CCCC[C@@H]21 (some centres not stated),·,·,-1,1,·,·,-2,1,2
CN1CCN(C(=O)c2ccc(C(C)(C)C)cc2)CC1,-2,8,1,-2,-4,-0.7,-2,7,-4
CCOC(=O)c1ccc(NC(=O)Cn2nnc(-c3ccc(F)cc3)n2)cc1,1,2,-3,-6,-2,3.1,-1,8,-7
CCCSc1nc(O)c(C2OC(=O)c3c2ccc(OC)c3OC)c(=O)n1-c1ccccc1 (configuration not stated),3,7,3,-2,-3,-2.7,4,-2,9
Cc1ccc(OCCN2CCOCC2)cc1C,-1,2,-1,-4,2,1.8,9,6,10
CC(=O)Nc1cc2ccc(OC(C)=O)cc2oc1=O,2,1,4,-2,0,0.3,0,5,1
COC(=O)C1=C(C)N(Cc2ccccc2)C(=O)N[C@H]1c1ccco1,0,1,0,0,0,0.2,4,-1,5
CN(C)c1ccc(C(CNC(=O)c2ccccc2Br)c2c[nH]c3ccccc23)cc1 (configuration not stated),2,2,-2,3,0,-1.1,-2,4,-5
CCOC(=O)CN1C(=O)C(=O)N(Cc2cccc(C)c2)C1=O,-2,2,-5,-1,3,0.2,3,6,-10
CC(C)Cn1c(=O)[nH]c(=O)c2c(C(F)(F)F)cc(-c3ccccc3)nc21,0,7,-4,-5,0,-0.1,3,6,-4
CCOC(=O)N1CCN(C(=O)CCCCn2c(=S)[nH]c3ccsc3c2=O)CC1,-2,-2,2,1,1,-1.8,-6,6,-4
O=C(Nc1cccc(-c2cn3c(n2)SCC3)c1)c1ccc(Br)o1,2,-21,-4,-10,-2,·,-10,-9,-11
CC(NC(=O)c1cccc(N(C)C)c1)c1ccc(-n2ccnc2)cc1 (configuration not stated),-1,7,-5,1,-7,-1.0,0,5,4
CC(=O)Nc1ccc(C(=O)OCC(=O)NCc2cccs2)cc1,·,·,0,8,·,·,-2,3,-3
Cc1ccc(N2CC(C(=O)N3CCN(c4ccccc4)CC3)CC2=O)cc1 (configuration not stated),5,-3,-1,0,2,1.7,5,2,4
COc1cc2c(cc1NC(=O)c1ccc3c(c1)OCO3)oc1ccccc12,1,-9,-2,-19,-4,2.8,7,-3,5
Cc1ccc(Cl)c(OCC(=O)Nc2ccc(S(=O)(=O)NC3=NCCCCC3)cc2)c1,-1,-5,-3,-3,-1,2.1,-1,3,-9
CC(C)CCN(C(=O)Cc1ccc(Cl)c(Cl)c1)c1c(N)n(Cc2ccccc2)c(=O)[nH]c1=O,-1,-10,-4,2,-6,3.4,-3,2,-4
CC1CCN(S(=O)(=O)c2cccc3cccnc23)CC1,1,14,-1,-1,0,1.3,-3,4,-1
Cc1cccc(-c2nnc(SCC(=O)c3ccc(O)cc3O)n2C)c1,-3,28,3,4,1,3.0,-4,7,-1
CC(=O)Nc1ccc(C2=NNC(=Nc3ccc(S(=O)(=O)N4CCOCC4)cc3)SC2)cc1,7,-19,6,6,7,0.9,8,-1,-8
O=C(CSc1nnc(C2CCCCC2)n1-c1ccccc1)NCc1ccco1,3,-2,3,1,-1,3.0,4,-3,2
C/C(=N\NC(=O)c1nnn(-c2nonc2N)c1-c1ccc2c(c1)OCO2)c1cccs1,1,5,-6,1,-2,-1.6,-10,-5,-3
COc1ccc(CN2CCCCCC2)cc1Br,1,6,3,-1,-1,2.2,10,5,1
CCN(Cc1ccncc1)S(=O)(=O)c1ccc(C(C)=O)cc1,-1,2,2,-3,-1,-1.9,12,1,8
CCN(CC)S(=O)(=O)c1ccc(N2CCCC2)c(NC(=O)Cc2ccc(OC)cc2)c1,2,7,-6,12,5,-2.1,-2,2,1
CCc1nnc(NS(=O)(=O)c2ccc(NC(=O)c3ccc(C#N)cc3)cc2)s1,-1,-3,-4,1,-2,1.0,6,0,5
COc1ccc2cc(S(=O)(=O)NC3CC(C)(C)NC(C)(C)C3)ccc2c1,2,4,-4,4,-2,-1.1,-1,5,-2
CCCCNC(=O)/C(=C\c1ccc([N+](=O)[O-])o1)NC(=O)c1ccccc1,1,7,-4,1,-6,2.3,1,-2,-9
O=C(CN1CCC(C(=O)c2ccc3c(c2)OCCO3)CC1)Nc1ccccc1F,-2,-1,1,-2,-6,-1.5,3,-8,1
Cc1noc2ncnc(Oc3ccc(F)cc3)c12,-4,3,2,-9,4,2.4,5,-2,0
CN(CC(=O)N1CCCc2c1c(=O)oc1ccc(O)cc21)Cc1ccccc1,0,2,2,6,2,-1.6,5,7,3
O=C(NCCc1ccncc1)Nc1ccc(Cl)c(Cl)c1,13,-12,0,1,-4,1.2,0,5,-1
O=C(N/N=C/C(Br)=C/c1ccccc1)c1ccncc1,-1,-16,0,1,-4,1.4,6,4,10
CCc1nnc(NC(=O)CN2CCN(Cc3cccc(OC)c3)CC2)s1,-3,4,-1,-1,-4,0.5,5,0,-1

# One compound at a time, as listed above. Values in the order: TPT1 inh | GSTO1 counter | PAD4 FP inh | PME-1 inh | Fam108B inh | MEX-5 binding | BCLXL inh | GLD-1 TGE inh | MCL1 BIM primary
# Shown for CC(C)CCN(C(=O)Cc1ccc(Cl)c(Cl)c1)c1c(N)n(Cc2ccccc2)c(=O)[nH]c1=O → -1 | -10 | -4 | 2 | -6 | 3.4 | -3 | 2 | -4
# Shown for COc1ccc2cc(S(=O)(=O)NC3CC(C)(C)NC(C)(C)C3)ccc2c1 → 2 | 4 | -4 | 4 | -2 | -1.1 | -1 | 5 | -2
# Shown for COc1cc2c(cc1NC(=O)c1ccc3c(c1)OCO3)oc1ccccc12 → 1 | -9 | -2 | -19 | -4 | 2.8 | 7 | -3 | 5
# Shown for CCc1nnc(NC(=O)CN2CCN(Cc3cccc(OC)c3)CC2)s1 → -3 | 4 | -1 | -1 | -4 | 0.5 | 5 | 0 | -1

# Part of the list above in a different format:
SMILES | TPT1 inh | GSTO1 counter | PAD4 FP inh | PME-1 inh | Fam108B inh | MEX-5 binding | BCLXL inh | GLD-1 TGE inh | MCL1 BIM primary
CCc1nnc(NS(=O)(=O)c2ccc(NC(=O)c3ccc(C#N)cc3)cc2)s1 | -1 | -3 | -4 | 1 | -2 | 1.0 | 6 | 0 | 5
CCN(CC)S(=O)(=O)c1ccc(N2CCCC2)c(NC(=O)Cc2ccc(OC)cc2)c1 | 2 | 7 | -6 | 12 | 5 | -2.1 | -2 | 2 | 1
COc1ccc(CN2CCCCCC2)cc1Br | 1 | 6 | 3 | -1 | -1 | 2.2 | 10 | 5 | 1
CCN(Cc1ccncc1)S(=O)(=O)c1ccc(C(C)=O)cc1 | -1 | 2 | 2 | -3 | -1 | -1.9 | 12 | 1 | 8
O=C(NCCc1ccncc1)Nc1ccc(Cl)c(Cl)c1 | 13 | -12 | 0 | 1 | -4 | 1.2 | 0 | 5 | -1

# The results go on:
SMILES,TPT1 inh,GSTO1 counter,PAD4 FP inh,PME-1 inh,Fam108B inh,MEX-5 binding,BCLXL inh,GLD-1 TGE inh,MCL1 BIM primary
O=C(CNCc1ccccc1)Nc1ccc(Cl)cc1,-2,1,-1,2,0,2.5,-2,0,-1
O=[N+]([O-])c1ccc(Sc2cccc3cccnc23)c([N+](=O)[O-])c1,1,-15,3,-5,0,·,4,5,1
COc1ccc(S(=O)(=O)N2CCCC2C(=O)n2nc(C)cc2C)cc1 (configuration not stated),-1,2,3,0,-2,-1.5,3,1,7
O=C(C[n+]1ccc(-c2ccccc2)cc1)Nc1ccc([N+](=O)[O-])cc1,-4,2,0,3,-1,-3.1,6,-1,1
CCOC(=O)c1nc2ccccc2c(C)c1C,-2,1,-2,0,3,0.0,0,7,-3
CC1CCCCC12NC(=O)N(CC(=O)N1CCc3ccccc31)C2=O (configuration not stated),·,·,-3,1,·,·,-4,6,-20
COc1ccc(NC(=O)COc2cccc3c2CCN(C)C3=O)c(OC)c1,-3,17,6,0,4,3.1,4,2,0
COc1ccc(NS(=O)(=O)c2cc(NC(=O)c3ccccc3F)ccc2N2CCCC2)cc1,-1,-16,-7,-5,7,-3.0,3,-12,5
O=C(NCCc1ccccn1)c1cc(C(=O)C2CCCCC2)c[nH]1,0,2,4,3,-2,0.8,2,10,5
CC1(C(=O)NC2CCCCC2)CCC(=O)N1Cc1ccc2c(c1)OCO2 (configuration not stated),0,-5,-5,0,-4,-0.2,-11,-2,-8
CCCCn1c(N)c(N(CCC(C)C)C(=O)C2=NN(c3cc(C)ccc3C)C(=O)CC2)c(=O)[nH]c1=O,0,0,3,2,9,-3.0,-8,2,-5
Cc1ccc(CS(=O)(=O)c2ccc(C(=O)N3CCN(c4ccccn4)CC3)cc2[N+](=O)[O-])cc1,-3,2,1,-3,3,0.7,4,5,2
